Vif imaging: HIV Vif inhibition; 0.35% of 340,000 active; inhibition, % at 7.49 µM; HEK293T cells, Vif self-association by quenched fluorescence, imaging, 24 h; AID 602346; in the data active means inhibition above about 50%, passing the limit was not always enough; inconclusive means no clear call, values can overlap the other calls; inactive means below about 31%; further: some results filed as inactive read as strong as hits
NCOA2 inhibitor: inhibits human steroid receptor coactivator 2; Q15596; HEK293 GAL4-SRC2 luciferase reporter, luminescence; inhibition, % at 9 µM; 0.17% of 370,000 active;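 active means inhibition above the mean inhibition of all tested compounds plus 3 SD, set per campaign, cut at about 52% in these data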;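 further: 0% = DMSO treated cells and 100% = cells given Gossypol at 36 µM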
EBV LMP1 NFkB: inhibitors of Epstein-Barr LMP1-induced NF-kappaB reporter | LMP1-induced NF-kappaB luciferase reporter cells, luminescence | 0.69% of 350,000 active | AID 504558 | inhibition, % at 12.5 µM; in the data active means inhibition above about 41%; inconclusive means no clear call, values can overlap the other calls;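 further: 0% = neutral control wells and 100% = reference inhibitor control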
TRAIL sens C8: caspase-8 TRAIL sensitization; NB7+C8 cells + TRAIL, ATPlite viability luminescence; 1% of 360,000 active; inhibition (viability loss, TRAIL sensitization), % at 10 µM;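 active means compounds causing at least 50% loss of cell viability in the single-dose screen, relative to plate controls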
NOD2 RIPK2 PPI: inhibitors of human NOD2-RIPK2 interaction; O43353; CHO BLA complementation NOD2-RIPK2, CCF4 ratio; inhibition, % at 4.98 µM; 0.38% of 360,000 active; AID 624267; in the data active means inhibition above about 21%;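 further: 0% = vehicle only and 100% = reference blocker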
TLR9-MyD88 block: TLR9-MyD88 interaction inhibition. Q9NR96+Q99836. CHO BLA complementation TLR9-MyD88, CCF4 FRET ratio. inhibition, % at 4.98 µM. 0.21% of 340,000 active. AID 504734;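 active means inhibition above the mean over all tested compounds plus 3 SD, cut at about 21% in these data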;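 further: 0% = DMSO only wells and 100% = clavulanate BLA inhibitor control wells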
NCOA3 inh: inhibits human SRC3 coactivator; Q9Y6Q9; HEK293 GAL4-SRC3 luciferase reporter, luminescence; inhibition, % at 3.6 µM; 0.17% of 360,000 active;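 active means inhibition above a per-campaign cutoff, the mean of all compounds plus 3 SD, cut at about 60% in these data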;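 further: 0% = DMSO-treated cells and 100% = gossypol-treated cells at 36 µM; higher means less SRC3-driven luciferase light from the GAL4 reporter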
NR2F2 inh: inhibitors of human COUP-TFII (NR2F2) | P24468 | HEK293T NGFI-A luciferase reporter, luminescence | inhibition, % at 8.6 µM | 0.7% of 370,000 active | AID 686940;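 active means inhibition above a per-plate cutoff, mean inhibition of test wells between control levels plus 3 SD, cut at about 38% in these data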;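 further: cells cotransfected with COUP-TFII expression vector driving the NGFI-A reporter; 0% = median of COUP-TF2 test wells and 100% = reporter-only cells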
Target sequence (P24468 whole entry, looked up): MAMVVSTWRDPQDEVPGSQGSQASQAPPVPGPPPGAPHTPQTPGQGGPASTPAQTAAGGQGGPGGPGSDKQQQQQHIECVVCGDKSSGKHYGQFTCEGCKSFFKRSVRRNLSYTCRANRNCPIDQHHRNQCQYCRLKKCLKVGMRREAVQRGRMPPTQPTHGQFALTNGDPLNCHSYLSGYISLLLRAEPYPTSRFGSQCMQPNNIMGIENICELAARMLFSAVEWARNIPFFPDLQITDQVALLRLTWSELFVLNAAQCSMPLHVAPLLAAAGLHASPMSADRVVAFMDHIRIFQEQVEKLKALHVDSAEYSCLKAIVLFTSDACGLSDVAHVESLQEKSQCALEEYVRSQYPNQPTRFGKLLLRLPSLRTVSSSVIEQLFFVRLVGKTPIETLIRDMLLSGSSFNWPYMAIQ
SRC1 inh: human NCOA1 inhibition; Q15788; HEK293 GAL4-SRC1 luciferase reporter, luminescence; inhibition, % at 3.6 µM; 0.12% of 360,000 active;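 active means inhibition above the campaign mean plus 3 SD, with each screening campaign given its own cutoff, cut at about 60% in these data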;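 further: 0% = DMSO treated cells and 100% = gossypol at 36 µM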
TROY signal inh: TROY signaling inhibition; Q293 LMP1-TROYcd NF-kB luciferase reporter, 4 h; inhibition, % at 10 µM; 0.98% of 360,000 active; AID 1347056;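 active means compounds whose plate-normalised and pattern-corrected inhibition of the luciferase reporter signal at the single screening dose is 50% or more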
NR5A2 inv ag: suppresses constitutive activity of human LRH-1. 0.13% of 360,000 active. inhibition, % at 3.6 µM. HEK293T StAR-luciferase reporter, LRH-1 transfected, 24 h. AID 602396. O00482;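 active means inhibition above the mean inhibition of all tested compounds plus 3 SD, cut at about 73% in these data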;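 further: 0% = DMSO wells and 100% = reporter-only cells lacking LRH-1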
Target sequence (O00482 whole entry, looked up): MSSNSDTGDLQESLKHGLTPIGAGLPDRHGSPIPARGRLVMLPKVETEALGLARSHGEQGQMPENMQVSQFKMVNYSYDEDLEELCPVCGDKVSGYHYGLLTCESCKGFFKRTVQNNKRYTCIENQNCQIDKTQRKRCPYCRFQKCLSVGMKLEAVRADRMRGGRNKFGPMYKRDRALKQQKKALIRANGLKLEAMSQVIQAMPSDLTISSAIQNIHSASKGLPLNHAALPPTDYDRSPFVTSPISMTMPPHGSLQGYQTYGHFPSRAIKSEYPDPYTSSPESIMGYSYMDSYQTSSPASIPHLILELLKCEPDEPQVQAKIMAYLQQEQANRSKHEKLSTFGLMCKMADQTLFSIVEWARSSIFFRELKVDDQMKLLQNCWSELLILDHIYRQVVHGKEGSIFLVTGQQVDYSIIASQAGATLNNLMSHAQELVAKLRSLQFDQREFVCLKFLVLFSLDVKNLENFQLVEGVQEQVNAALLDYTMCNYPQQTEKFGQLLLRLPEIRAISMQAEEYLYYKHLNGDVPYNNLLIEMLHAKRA
Active calls of the source: *; ? = inconclusive; nt = no result given. An excerpt; count on the stated rates, not on these rows.

mol,Vif imaging,NCOA2 inhibitor,EBV LMP1 NFkB,TRAIL sens C8,NOD2 RIPK2 PPI,TLR9-MyD88 block,NCOA3 inh,NR2F2 inh,SRC1 inh,TROY signal inh,NR5A2 inv ag
Cc1cccc(C)c1NC(=O)C(c1ccncc1)n1c(=O)c(-c2cc3ccccc3[nH]2)nc2ccccc21 (centres undefined),nt,-21,nt,-1,47*,nt,nt,-12,nt,nt,-31
COc1ccc(CCNC2CC(C)N(C)CC2C)cc1OC (centres undefined),3,5,-9,-1,1,3,2,-9,-3,12,-7
O=C1/C(=C/c2ccncc2)CCC/C1=C\c1ccncc1,-1,74*,85*,20,21,-3,-22,84*,-165,82*,30
COC(=O)c1cccc(NC(N)=S)c1,3,26,7,-6,-7,6,8,17,-11,-7,-8
CCOc1ccccc1NC(=O)COC(=O)c1cc(C(=O)OC)cc([N+](=O)[O-])c1,6,9,0,1,6,-2,15,-14,-8,-13,-2
CCOc1ccc2[nH]c3nc(SCC(=O)NC4CCCC4)nnc3c2c1,9,3,11,13,-2,-5,10,-6,4,-4,-4
O=C(NCCCN1CCOCC1)c1cc(Cl)ccc1Cl,-4,1,2,5,-2,-4,12,10,9,10,18
COc1ccccc1NS(=O)(=O)c1cc([N+](=O)[O-])ccc1N/N=C/c1sc(N2CCOCC2)nc1-c1ccccc1,3,-11,16,-1,0,-2,-7,-9,-11,3,11
COc1ccc(/C=C\C(=O)CC(O)(c2ccccc2)C(F)(F)F)cc1 (centres undefined),-4,26,1,4,7,-5,27,0,10,-10,16
CCCCc1c(Cc2ccccc2)ncn1CCc1ccccc1OC,nt,-3,nt,26,2,nt,nt,13,nt,41,10
O=c1c2ccccc2c(C=Nc2ccc(S(=O)(=O)N3CCCCC3)cc2)c(O)n1-c1ccc(Cl)cn1,-2,5,-2,6,1,4,20,17,5,-14,7
CC(C)(C)NC(=O)C(OC(=O)c1ccco1)c1ccc(Cl)cc1 (centres undefined),-2,17,7,10,9,-1,-4,19,22,13,12
CCNC(=S)N(Cc1ccco1)Cc1cc2cc3c(cc2[nH]c1=O)OCCO3,-1,1,-7,7,-1,-15,16,-1,1,20,-9
Cc1cc(NC(=O)Cn2cnc3c(cnn3C(C)(C)C)c2=O)no1,-27,-1,0,-2,-12,1,12,-5,-2,-8,2
CC(=O)Nc1ccc(N2CCN(Cc3ccccc3)CC2)cc1,2,-9,5,-2,-15,4,6,-9,11,-4,-28
C=CCN(C)CC/C=C1\c2ccccc2CSc2ccccc21,-5,3,0,-2,8,-3,-7,3,8,-3,-19
Cc1oc2cc3oc(=O)c(CCC(=O)N4CCC(C(=O)O)(c5ccccc5)CC4)c(C)c3cc2c1C,?,3,nt,-2,-9,nt,11,-5,16,-10,17
CN(Cc1ccccc1)c1cc2c(c3c1ccn3C)C1CCC2O1 (centres undefined),nt,-19,nt,4,-12,nt,-3,6,-7,7,9
CCN(C(=O)COC(=O)c1cccc(S(=O)(=O)N(C)C)c1)c1c(N)n(Cc2ccccc2)c(=O)[nH]c1=O,-4,-19,3,-13,0,-3,-19,7,-11,2,4
Cc1ccc(Oc2ccc(NS(=O)(=O)c3cccc(C(=O)O)c3)cc2)cc1,-5,-20,-3,-2,3,-8,-15,-7,7,-9,7
Cc1ccc(-c2n[nH]c(=O)c3ccccc23)cc1S(=O)(=O)NC(C)(C)C,1,-27,-6,-4,-1,0,17,0,8,-5,14
CCOC(=O)C1=C(CS(=O)(=O)c2ccc(C)cc2)NC(=O)NC1c1cc(OC)c(O)c(OC)c1 (centres undefined),-8,-25,1,-26,4,-13,-4,-1,17,2,-4
O=c1[nH]c(=O)n(Cc2ccco2)c2c1C(C(F)(F)F)(C(F)(F)F)N=C(c1ccco1)N2,51*,-14,7,1,-17,-3,19,-4,5,8,1
O=c1cc2c(nn1Cc1ccccc1)-c1ccccc1CC2,-1,5,-3,-7,-6,-4,10,-20,-3,-1,2
Cc1n[nH]c(C)c1CN(C)C(=O)C1CCC(=O)N(CCc2cccc(F)c2)C1 (centres undefined),-9,4,7,-9,-8,-3,19,-21,-6,7,17
O=C1CNC(=S)N1C(CO)c1ccccc1 (centres undefined),2,15,-3,-9,-6,-7,6,-14,2,10,4
Cc1ccc(C(=O)N2CCN3C(=O)c4ccccc4C23c2ccccc2)cc1 (centres undefined),2,8,-8,-3,1,7,-1,-4,-5,-1,-3
O=C1CN(C(=O)COC(=O)c2ccc(C(F)(F)F)cc2)c2ccccc2N1,7,17,1,-9,-5,5,18,22,0,-15,3
CN(C)c1ccc(C(O)P(=O)(OC2CCCCC2)OC2CCCCC2)cc1 (centres undefined),-5,-12,-4,-15,4,1,17,-5,-23,14,21
CC(C)c1ccc(NC(=S)N(C)CCc2ccccn2)cc1,6,-22,0,1,-2,6,-4,17,-12,-21,-7
Cc1cc(=O)[nH]c2c(C)cc(S(=O)(=O)N3CCCCC3)cc12,-6,-51,13,2,3,-10,1,-22,-23,-14,13
O=C(CN1CCC(NC(=O)Nc2ccccc2)CC1)Nc1ccc([N+](=O)[O-])cc1,0,-22,0,17,6,-2,-3,10,-13,-6,-6
COc1ccc(NC(=O)CN2CCN(CC(=O)Nc3ccc(F)cc3)CC2)cc1Cl,-19,10,1,6,-13,-7,11,25,11,-7,2
O=S(=O)(Nc1ccccc1F)c1ccc(Cl)nc1,nt,0,5,-4,-4,1,6,18,-11,14,12
CCn1c(SC(C)C(=O)Nc2ccc(N3CCOCC3)cc2)nnc1-c1ccco1 (centres undefined),-1,-2,5,9,4,4,0,9,-25,6,10
COC(=O)C1(C)NC(c2ccc(C)cc2)C2C(=O)N(c3ccc(F)cc3)C(=O)C21 (centres undefined),-4,6,0,-15,1,2,8,1,1,-23,15
CCc1ccc(NC(=O)CN(c2ccc3c(c2)OCO3)S(=O)(=O)c2c(C)noc2C)cc1,9,0,0,10,11,6,0,13,7,2,-16
Cc1cc(OC(C)C(=O)NCCCN2CCCC2=O)c2c(C)c(C)c(=O)oc2c1 (centres undefined),5,-7,14,-4,-4,7,14,-30,-8,0,22
COc1cc(OC)cc(-c2sc3ccc(OC)cc3c2C#CC2(N)CCCCC2)c1,2,-25,-2,37,-4,-14,7,-4,-9,13,-2
Cc1ccc(S(=O)(=O)NC2c3cccc4cccc(c34)C2Sc2nncn2C)cc1 (centres undefined),2,5,4,5,-10,8,-9,10,-15,9,12
O=C(/C=C/c1ccc(Cl)cc1)NCCCn1ccnc1,-4,nt,-3,-4,9,-6,4,nt,-4,-18,-14
CC1=C(C(=O)N2CCOCC2)CC(CC(=O)NCCCN(C)C)C(=O)N1CCCN1CCCC1=O (centres undefined),nt,-9,nt,2,-12,nt,nt,1,nt,18,12
O=C(O)C1CCCCC1C(=O)NCCCc1ccccc1 (centres undefined),6,10,-7,-19,11,1,-5,-9,-20,-15,-2
Cc1nc2ccccc2c(=O)n1-c1ccc(NS(=O)(=O)c2cc(F)ccc2F)cc1,-6,-20,-1,9,-9,-1,-13,-10,-5,9,-3
Cc1cc(C)cc(NC(=O)c2cccn2-c2ncc(C(F)(F)F)cc2Cl)c1,4,4,-9,9,-6,-6,10,2,-2,2,20
COCCn1c(=S)[nH]c2cc(C(=O)N3CCN(c4ccc(F)cc4)CC3)ccc2c1=O,nt,-1,13,15,-8,0,-18,-10,-5,-54,-16
Cc1[nH]c(=O)[nH]c(=S)c1C(=O)Nc1ccc(Cl)c(Cl)c1,-23,28,0,12,-5,11,9,9,-5,3,18
CC(C)(C)OC(=O)N1CCC(CNC(=O)c2ccc(F)cc2F)CC1,2,-13,8,6,-1,nt,16,2,0,-10,-1
O=C(O)c1cccc(Nc2nc(-c3cccnc3)nc3ccccc23)c1,-5,-10,12,-1,-18,-13,5,3,-9,-28,-7
CC(=O)Nc1cc(S(=O)(=O)Nc2ccccc2C)c(C)cc1C,1,-5,-6,-6,-3,-3,3,3,11,-2,30
Cn1c(=O)c2c(nc(SCCCC#N)n2Cc2c(F)cccc2Cl)n(C)c1=O,-2,-6,4,-17,-1,-11,13,-19,-2,-4,6
CC(C)N(C(=O)Cc1ccccc1[N+](=O)[O-])C(C)C,-2,-6,-13,-24,-6,-11,15,1,-16,-5,7
O=C(Nc1ccncc1)c1ccc(C(=O)Nc2ccncc2)cc1,15,-24,-14,-3,2,1,17,10,2,-13,6
O=C(NCCc1ccccc1)c1cc(-c2ccc3c(c2)OCO3)on1,-1,-3,-7,-1,-7,-7,10,10,7,-32,-4
CN(C)c1nc2c(c(=O)[nH]c(=O)n2C)n1CCOc1ccccc1,-3,-11,7,-6,-6,0,-1,0,-17,-2,6
COC(=O)c1ccc(CN2C(=O)c3ccccc3S2(=O)=O)cc1,3,-18,4,8,-6,7,-2,8,-5,-8,8

(next part)
mol,Vif imaging,NCOA2 inhibitor,EBV LMP1 NFkB,TRAIL sens C8,NOD2 RIPK2 PPI,TLR9-MyD88 block,NCOA3 inh,NR2F2 inh,SRC1 inh,TROY signal inh,NR5A2 inv ag
CC(=O)Nc1ccc(N)cc1,8,22,-6,11,-1,0,-2,-11,1,1,-4
CC(C)C(=O)Nc1cccc(COc2cccc(CN(Cc3ccccc3)C(=O)OC(C)(C)C)c2)c1,6,7,3,15,-8,-6,19,-7,21,2,14
COC(=O)C1N[C@@H]([C@@H](NC(=O)COc2ccccc2)C(=O)Nc2ccc(OC)cc2)SC1(C)C (some centres undefined),2,-43,3,-18,4,3,7,10,-1,-22,4
Cc1ccc(S(=O)(=O)N(CC(=O)Nc2ccc(Cl)c([N+](=O)[O-])c2)C2CCCCC2)cc1,7,11,0,4,3,-19,3,6,6,23,-7
C(=C\c1ccccc1)/CN1CCN(C(c2cccc3ccccc23)c2nnnn2Cc2ccccc2)CC1 (centres undefined),6,18,nt,36,2,nt,-1,10,7,14,-24
C=CCn1c(N)c(C(=O)Nc2ccc(C)cc2)sc1=S,nt,-74,-7,5,-10,-8,-80,-51,-91,-44,-95
Cn1c(=O)c([N+](=O)[O-])c(NCc2ccc3c(c2)OCO3)c2ccccc21,7,-58,-11,1,-2,nt,-3,-13,-8,-13,10
CCN1CCN(C(=O)c2cc(-c3cccnc3)nc3ccc(Br)cc23)CC1,7,-23,3,4,3,-12,13,6,13,-2,9
CCCCNC(=O)CCC(=O)Nc1ccc2nc(N3CCOCC3)cc(C)c2c1,-13,-37,-17,0,2,-3,-40,-40,-67,-7,-40
CN(C)c1nc(-c2cn(CCC#N)c3ccccc23)cs1,0,-3,3,14,-5,-2,12,20,8,8,-8
O=C(N/N=C/c1c(F)cccc1Cl)C1CC1,nt,-11,2,-6,1,5,-12,8,-8,-22,-18
COc1ccc2cc3cc(C(=O)NC4CC4)sc3nc2c1,-22,-26,3,77*,-9,7,-76,-64,-70,27,-101
CCOC(=O)N1CCN(C2CC(=O)N(c3ccc(F)cc3)C2=O)CC1 (centres undefined),6,-8,3,-4,3,1,-3,7,-1,-6,2

Assay outcomes from PubChem.
